NPC1 promoter act = activates the NPC1 promoter; Huh7 NPC1 promoter luciferase reporter, 24 h; Potency, µM (titrated, usually from 9.22 µM), for the others: at the top dose activation, usual class: activators; 2.4% of 320,000 active; AID 485313;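 further: % of control where 0% means no effect; nearly all actives have a fitted effect of over 60% in size; reporter is driven by a mutant NPC1 promoter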
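NPC1 promoter–luciferase Huh7 cells; 24 h compound; luminescence.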
ELG1 genotoxic = induces genotoxicity in HEK293T cells with luciferase-tagged ELG1 | HEK293T ELG1-luciferase reporter, luminescence, 16 h | 1.3% of 330,000 active | Potency, µM (highest dose often 46 µM), for the others: at the top dose activity change, positive = activation, most hits filed as activators; further: % of control where 0% means no effect; nearly all actives have a fitted effect of over 60% in size
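Luminescence read-out: rising ELG1-luciferase signal, reflecting elevated ELG1 protein under genetic stress, flags genotoxic compounds. Cells were treated for 16 hr at 37 °C before ONE-Glo detection.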
RORg inh = blocks mouse ROR gamma transcriptional activity | P51450 | Drosophila S2 Gal4-RORgamma UAS-luciferase reporter, 20 h | Potency, µM (titrated, usually from 53.6 µM), for the others: at the highest dose activity change, negative = inhibition, usual class: inhibitors | 5.4% of 310,000 active; further: on the % scale 0 is the no-effect control and ±100 the full control effect; nearly all actives have a fitted effect of over 60% in size
Target sequence (P51450 whole entry, looked up, the tested form may be a part): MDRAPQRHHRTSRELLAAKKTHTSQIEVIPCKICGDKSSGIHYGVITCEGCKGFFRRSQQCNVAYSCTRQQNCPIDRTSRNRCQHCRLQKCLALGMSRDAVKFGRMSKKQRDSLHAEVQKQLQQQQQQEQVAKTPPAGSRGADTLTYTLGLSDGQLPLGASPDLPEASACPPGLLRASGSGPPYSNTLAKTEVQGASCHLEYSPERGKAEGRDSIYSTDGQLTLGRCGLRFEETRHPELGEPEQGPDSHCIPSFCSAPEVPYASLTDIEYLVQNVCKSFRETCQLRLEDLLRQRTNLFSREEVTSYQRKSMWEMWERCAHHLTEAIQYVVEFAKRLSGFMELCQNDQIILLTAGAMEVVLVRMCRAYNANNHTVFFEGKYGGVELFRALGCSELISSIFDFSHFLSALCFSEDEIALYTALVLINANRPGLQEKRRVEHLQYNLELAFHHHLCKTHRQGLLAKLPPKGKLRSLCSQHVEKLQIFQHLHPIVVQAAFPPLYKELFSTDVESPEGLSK
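Read-out: Photinus luciferase luminescence; inhibitors lower reporter signal. Insect Schneider cells with Gal4-ROR gamma fusion under metallothionein promoter, UAS reporter; 700 uM final copper sulfate induction, 20 hr, ambient temperature.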
BRCA1 expr act = BRCA1 expression activation; MCF7-BRCA1-FFLuc reporter, luminescence, 48 h; response scale: scaled: vehicle 0%, 10 µM genistein 100%; Potency, µM (doses to about 46.1 µM), inactives show at the top dose activation, usual class: activators; 1.1% of 380,000 active; AID 624202; further: nearly all actives have a fitted effect of over 80% in size; some results filed as inactive show a strong effect at the top dose
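MCF7-BRCA1-FFLuc, 2000 cells/well; 2 h attach, 37 °C/5% CO2; compound 48 h; luciferase substrate 15 min; luminescence end-point. Norm. to genistein 10 microM max activation and DMSO; concentration-response curves fitted.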
Gal4-VP16 FLuc = counter-screen for ROR gamma inhibitors: Gal4-VP16 reporter; Drosophila S2 Gal4-VP16 UAS-luciferase, luminescence, 20 h; Potency, µM (highest dose often 53.6 µM), inactives show at the top dose activity, negative = inhibition, most hits filed as inhibitors; 3.5% of 310,000 active;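 further: Gal4-VP16 expression switched on by copper sulfate through the metallothionein promoter; on the % scale 0 is the no-effect control and ±100 the full control effect; nearly all actives have a fitted effect of over 50% in size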
MBNL1 CUG block = inhibitors of human MBNL1 binding to CUG repeat RNA; Q9NR56; TR-FRET MBNL1-His/biotin-(CUG)12 binding, 665/545 ratio; Potency, µM (series often up to 57.5 µM), for inactives: top-dose activity change, negative = inhibition, most hits filed as inhibitors; 0.036% of 280,000 active; AID 2675; active means well fitted inhibition curve with a large enough effect in the signal ratio, with a control signal flat, not every such curve was filed as active; inconclusive means small, poorly fitted or top-dose-only effect, or effect the other way, or a change in a side signal; inactive means no such curve, though single readings can be large or run the other way; the % refers to the signal ratio; further: on the % scale 0 is the no-effect control and ±100 the full control effect
Target sequence (Q9NR56 whole entry, looked up): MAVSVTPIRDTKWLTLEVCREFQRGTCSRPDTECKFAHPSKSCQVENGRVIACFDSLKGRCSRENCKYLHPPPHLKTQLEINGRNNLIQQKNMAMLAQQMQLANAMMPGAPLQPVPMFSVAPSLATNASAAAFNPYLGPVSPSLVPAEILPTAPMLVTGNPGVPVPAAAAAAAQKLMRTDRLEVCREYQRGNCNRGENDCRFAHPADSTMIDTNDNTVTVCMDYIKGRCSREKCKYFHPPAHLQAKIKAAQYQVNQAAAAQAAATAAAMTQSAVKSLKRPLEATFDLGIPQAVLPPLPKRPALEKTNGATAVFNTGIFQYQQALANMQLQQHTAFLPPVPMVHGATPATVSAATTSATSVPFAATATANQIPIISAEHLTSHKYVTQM
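Ratiometric TR-FRET (665 over 545 nm, excitation 340 nm) tracks disruption of MBNL1-His/biotin-(CUG)12 complex after 60 min at room temperature, with compounds at 92 nM to 58 uM final.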
FLuc counter = inhibits or activates purified firefly luciferase, miR-21 counter-screen; P08659; purified FLuc, Km substrates, luminescence inhibition; Potency, µM (doses to about 57.5 µM), without a hit: at the highest dose activity change, negative = inhibition, most hits filed as inhibitors; 6.9% of 360,000 active; AID 588342;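 further: plate controls were vehicle for no effect and reference inhibitor for full effect; nearly all actives have a fitted effect of over 55% in size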
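Biochemical qHTS of compounds, final roughly 60 µM downward over six points, against 10 nM purified firefly luciferase using Km concentrations of substrates (10 uM D-luciferin, 10 uM ATP) in Tris acetate pH 7.5 buffer; luminescence output.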
uPA surface inh = inhibitors of cell surface uPA generation; 0.31% of 330,000 active; AID 540303; cell surface uPA generation assay, qHTS; Potency, µM (highest dose often 38.3 µM), for the others: top-dose activity change, negative = inhibition, actives largely listed as inhibitors; active means well fitted inhibition curve with a large enough effect; inconclusive means small, poorly fitted or top-dose-only effect; inactive means no such curve, though single readings can be large or run the other way; tested in mouse RAW 264.7 cells; further: on the % scale 0 is the no-effect control and ±100 the full control effect; nearly all actives have a fitted effect of over 55% in size
Rab9 promoter act = activates the Rab9 promoter. Huh7 Rab9 promoter-luciferase reporter, luminescence, 24 h. AID 485297. Potency, µM (doses to about 9.22 µM), for inactives: at the highest dose activation, negative = inhibition, most hits filed as activators. 2.8% of 320,000 active; further: % of control where 0% means no effect; nearly all actives have a fitted effect of over 60% in size
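Huh7 reporter line, Rab9 promoter upstream of luciferase. Compound exposure 24 h at 37 °C in reduced-serum medium with 10% FBS. Read-out: luminescence.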
p53 reactivation = restores transcriptional activity of mutant p53 | 0.063% of 320,000 active | H1299 p53-A138V BP100-luciferase reporter, luminescence, 24 h | Potency, µM (top dose mostly 92.2 µM), without a hit: at the top dose activity change, positive = activation, usual class: activators | AID 504706; further: % of control where 0% means no effect; nearly all actives have a fitted effect of over 45% in size
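H1299 (p53-null), stable ts p53-A138V + BP100-Luc; 1000 cells/well, Opti-MEM/10% FBS; cpd 4 pt, 1:5; 24 h, 37 deg C, 5% CO2; detection reagent 10 min RT; luminescence.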
* = called active by the depositor; ? = inconclusive; · = not tested or not shown; & = joins results of further samples; [ ] = remark or other dose. Unless noted, the call rests on the fitted dose curve; in most records, active means well fitted curve in the direction sought with a large enough effect; inconclusive means small, poorly fitted or top-dose-only effect, or another doubt; inactive means no such curve, though single readings can be large; an effect the other way counts as inactive or inconclusive. Potency means the concentration at half of the fitted maximal effect. No enrichment for hits. About 13% of those tested had a hit in this group.

SMILES | NPC1 promoter act | ELG1 genotoxic | RORg inh | BRCA1 expr act | Gal4-VP16 FLuc | MBNL1 CUG block | FLuc counter | uPA surface inh | Rab9 promoter act | p53 reactivation
Cc1oc2c(CN3CCOCC3)c(O)ccc2c(=O)c1-c1ccc(Br)cc1 | -2% | -1% | 14% | -11% | -8% | 4% | 4% | 2% | -9% | 5%
Cc1cc(C)cc(N2C(=O)CC(n3ccnc3)C2=O)c1 (stereo not given) | · | · | 8% | 0% | -1% | 8% | 1% | 0% | · | ·
COC(=O)c1ccccc1NC(=O)NN1CCN(C)CC1 | 2% | -5% | -4% | -3% | -6% | ? | -2% | 6% | 5% | -4%
CCN(CC)CCN(C(=O)c1ccccc1OC)c1nc2ccc(F)cc2s1 | -1% | 7% | -15% | 4% | -1% | 5% | -18% | -1% | -8% | 15%
Cc1nn2c(NCCCN(C)C)c3c(nc2c1-c1ccccc1)CCC3 | -1% | 10% | 11µM* | 25% | -20% | -5% | 3% | 6% | -3% | -2%
COc1ccc(CCNS(=O)(=O)c2ccc(OC)cc2)cc1 | -4% | -4% | 8% | 3% | 5% | -4% | 1% | 3% | 3% | 4%
O=C(O)c1ccc(-n2nnnc2SCc2ccccc2F)cc1 | -1% | 1% | 0% | 3% | 2% | -10% | 6% | -6% | 4% | -4%
COc1ccc2nc3c(nc2c1)CCCC3 | 19% | 12% | 12% | 67% | 0% | 11% | ? | -5% | 28% | ?
O=C(O)C1CCCCC1C(=O)Nc1ccc(Cl)cc1Cl (stereo not given) | -3% | -3% | -4% | 3% | -7% | -1% | 4% | -1% | -1% | -5%
O=C(/C=C/c1ccco1)Nc1cccnc1Cl | 4µM* | ? | -27% | ? | -17% | · | 15µM* | -16% | 4µM* | 19%
CNC(=O)c1ccc(NC(=O)c2cc(S(=O)(=O)N3CCOCC3)ccc2N2CCCC2)cc1 | -2% | 2% | · | -4% | · | · | 0% | 16% | 2% | -15%
CC(c1ccccc1)N1CC(C(=O)N2CCN(Cc3ccc(C#N)cc3)CC2)CC1=O (stereo not given) | -3% | -4% | · | -12% | · | · | 1% | 1% | -5% | 2%
CNC(=O)CSc1cn(CC(=O)N(C(C)C)C(C)C)c2ccccc12 | 1% | -4% | -2% | -5% | -11% | 0% | -3% | 2% | -8% | 2%
O=c1nc2c(-c3ccccc3F)n[nH]n2c2ccccc12 | ? | ? | 1% | -3% | -5% | -13% | 13µM* | -5% | 4µM* | 10%
Cc1ccc2[nH]c(=O)c3cc(C(=O)N(C)C4CCCCC4)sc3c2c1 | -1% | -1%[9.26 µM] | -9% | 15% | -8% | 6% | -6% | -3% | 7% | -1%
Cc1cccnc1NC(=O)c1ccc(S(=O)(=O)N2CC(C)OC(C)C2)cc1 (stereo not given) | -2% | -5% | 16% | 27% | 0% | -4% | -1% | -2% | 0% | -3%
O=C1COc2ccc(S(=O)(=O)NCc3ccccc3)cc2N1 | -1% | 2% | 7% | -19% | 5% | 1% | 1% | -5% | 4% | 0%
COc1ccc(CN(C(=O)c2ccc(C)cc2)C2CCS(=O)(=O)C2)cc1 (stereo not given) | -5% | 5% | 27% | 2% | -16% | -9% | 3% | -6% | -7% | -6%
Cn1cccc1C(=O)NS(=O)(=O)c1ccccc1Cl | 0% | 0% | -3% | 4% | -5% | -7% | -3% | · | -1% | -21%
COc1ccc(C(CCO)NC(=O)c2cccs2)cc1OC (stereo not given) | -8% | 0% | 3% | -5% | 2% | 5% | 0% | 4% | 0% | 5%

Reformatted as tab-separated lines: part of the list above
SMILES	NPC1 promoter act	ELG1 genotoxic	RORg inh	BRCA1 expr act	Gal4-VP16 FLuc	MBNL1 CUG block	FLuc counter	uPA surface inh	Rab9 promoter act	p53 reactivation
CNC(=O)CSc1cn(CC(=O)N(C(C)C)C(C)C)c2ccccc12	1%	-4%	-2%	-5%	-11%	0%	-3%	2%	-8%	2%
O=c1nc2c(-c3ccccc3F)n[nH]n2c2ccccc12	?	?	1%	-3%	-5%	-13%	13µM*	-5%	4µM*	10%
Cc1ccc2[nH]c(=O)c3cc(C(=O)N(C)C4CCCCC4)sc3c2c1	-1%	-1%[9.26 µM]	-9%	15%	-8%	6%	-6%	-3%	7%	-1%
Cc1cccnc1NC(=O)c1ccc(S(=O)(=O)N2CC(C)OC(C)C2)cc1 (stereo not given)	-2%	-5%	16%	27%	0%	-4%	-1%	-2%	0%	-3%
O=C1COc2ccc(S(=O)(=O)NCc3ccccc3)cc2N1	-1%	2%	7%	-19%	5%	1%	1%	-5%	4%	0%
COc1ccc(CN(C(=O)c2ccc(C)cc2)C2CCS(=O)(=O)C2)cc1 (stereo not given)	-5%	5%	27%	2%	-16%	-9%	3%	-6%	-7%	-6%
Cn1cccc1C(=O)NS(=O)(=O)c1ccccc1Cl	0%	0%	-3%	4%	-5%	-7%	-3%	·	-1%	-21%
COc1ccc(C(CCO)NC(=O)c2cccs2)cc1OC (stereo not given)	-8%	0%	3%	-5%	2%	5%	0%	4%	0%	5%

Later entries:
SMILES | NPC1 promoter act | ELG1 genotoxic | RORg inh | BRCA1 expr act | Gal4-VP16 FLuc | MBNL1 CUG block | FLuc counter | uPA surface inh | Rab9 promoter act | p53 reactivation
COC(=O)CCC(NC(=O)c1cc(-c2ccc3c(c2)OCCO3)oc1C)C(=O)OC (stereo not given) | -1% | 4% | 25% | 4% | 19% | 2% | 17µM* | -2% | -11% | 3%
Oc1ccc(-c2csc(Nc3ncccn3)n2)cc1O | 22% | ? | ? | ? | ? | 0% | 8.5µM* | -14% | -2% | 13%
Cc1ccccc1-n1ccnc1SCC(=O)Nc1cccc(S(=O)(=O)NC2=NCCC2)c1 | · | -1% | · | -12% | · | · | · | 0% | · | -8%
O=C(CN1C(=O)NC2(CCc3ccccc32)C1=O)c1ccc(Cl)cc1 (stereo not given) | 0% | 4% | · | -15% | · | · | -5% | -2% | 0% | 3%
O=C(OCC(=O)N1CCCC1)c1ccccc1OCc1ccccc1 | 0% | ? | 18% | 36% | 16% | 3% | 17µM* | 1% | 10% | 7%
Cc1ccc(-c2c(C)sc3nc[nH]c(=O)c23)cc1C | 3% | 1% | ? | -38% | -20% | -1% | 4% | 3% | -2% | -38%[inhibitor]
Clc1ccc(SCc2cn3cccnc3n2)cc1 | ? | ? | ? | 78% | 1% | 7% | ? | -2% | ? | ?
Cc1c(N(C)C(=O)C2CCCN2S(=O)(=O)c2ccccc2)c(=O)n(-c2ccccc2)n1C (stereo not given) | -2% | 2% | ? | 0% | 7% | 4% | 1% | 15% | 2% | 0%
Cc1nc2ccccc2c(C)c1CC(=O)N(C)CC(=O)Nc1cccc(F)c1 | 2% | -4% | · | -7% | · | · | 1% | -2% | -1% | -9%
COC(=O)c1ccc(C(=O)OC)c(NC(=O)COC(=O)C23CC4CC(CC(O)(C4)C2)C3)c1 | 1% | -1% | -32% | -6% | 2% | 6% | -4% | -4% | -4% | 1%
CC(C)CC(c1nnnn1C(C)C)N1CCN(C(=O)c2ccco2)CC1 (stereo not given) | 8% | 1% | · | 12% | · | · | 0% | -5% | 1% | 7%
CC(C)C(NC(=O)c1ccc(C(C)(C)C)cc1)C(=O)NC1=NCCS1 (stereo not given) | -3% | -1% | ? | 6% | -12% | -5% | -4% | 0% | 2% | 1%
O=C(c1ccc2snnc2c1)N1CCSCC1 | 3% | 0% | 6% | 3% | 4% | 4% | 4% | -2% | -4% | -5%
COc1ccc(CCn2c(=N)c(C(=O)NC3CCCCC3)cc3c(=O)n4ccccc4nc32)cc1 | -3% | 1% | -2% | -6% | ? | ? | 0% | -1% | -4% | -3%
CS(=O)(=O)N1CCCC(C(=O)NCc2cccs2)C1 (stereo not given) | -6% | 2% | 0% | 3% | 11% | 5% | 0% | 0% | -2% | -2%
O=C(C(Cc1ccccc1)n1cccc1)N1CCN(c2ccccc2)CC1 (stereo not given) | 0% | -6% | -14% | -7% | ? | 2% | -1% | -22% | -4% | 0%
COc1ccc2[nH]cc(CCn3ccc(O)c(C/C=C/c4ccccc4)c3=O)c2c1 | -3% | -9% | 15% | -32% | -1% | 8% | -9% | 3% | -2% | 2%
O=C(COC(=O)CNC(=O)c1ccccc1Cl)Nc1ncc(C(F)(F)F)cc1Cl | 0% | 3% | 15% | -14% | 6% | · | -3% | 5% | 1% | -9%
CN(CC(O)COCc1cccs1)C1CCCCC1 (stereo not given) | -2% | 3% | -12% | 4% | 0% | 10% | 1% | 8% | -6% | -11%
COc1ccc(C(C)(C)C)cc1NC(=O)CCNC(=O)c1ccco1 | 0% | 0% | ? | -6% | -9% | 0% | -3% | 2% | 4% | -4%
O=C(NCc1ccc(Cl)cc1)C1CCN(S(=O)(=O)c2cccc3nonc23)CC1 | 0% | 20% | -14% | 1%&14% | 4% | 8% | 3%&-1% | -13% | 0% | -2%
CN1C(C(=O)NCc2cccc(Br)c2)CC2Cn3c(nc4ccccc43)C21 (stereo not given) | 24% | 0% | 12% | 13% | -10% | -10% | -1% | 5% | -1% | -1%
